influenza NS1A: NS1A inhibition, H1N1 influenza, cell based functional assay (AID 504329); hit rate 0.3% among 340,000; inhibition, % at 12.5 µM, or IC50 in µM where a hit was titrated; NS1A functional cell-based assay, percent inhibition; higher % means a stronger effect; in the data active = a potency from the dose series; inconclusive = inhibition above about 27% without an active follow-up result; note: strong numbers were not always called active
VEEV TC-83 Vero: inhibitors of VEEV TC-83 cytopathic effect, confirmation, Vero cells (AID 588727); hit rate 0.13% among 350,000; Vero cells, VEEV TC-83 cytopathic effect inhibition; higher % means a stronger effect; inhibition, % at 20 µM, or IC50 in µM where a hit was titrated; in the data active = a potency from the dose series; inconclusive = inhibition mostly from about 14% at the one dose, without a potency; inactive = the rest, 99 in 100 with inhibition below about 12%; note: strong numbers were not always called active
H37Rv inhibition: M. tuberculosis growth inhibition, HTS (AID 449762) | inhibition, % at 25 µM, or IC50 in µM where a hit was titrated | M. tuberculosis H37Rv growth inhibition, 7H9 media; higher % means a stronger effect | hit rate 0.59% among 330,000; in the data active = a potency from the dose series; inconclusive = inhibition above about 70% without an active follow-up result;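 note: bacterial growth assessed after seven days of incubation; strong numbers were not always called active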
Salmonella PhoP GFP: PhoP regulon inhibitors, Salmonella typhi PhoP promoter GFP reporter, confirmatory (AID 1850); Salmonella Typhi PhoP-promoter GFP reporter, fluorescence, 4 h; higher % means a stronger effect; one-dose inhibition, % at 50 µM; IC50 in µM for titrated hits; hit rate 0.33% among 310,000; in the data active = a potency from the dose series; inconclusive = inhibition mostly from about 25% at the one dose, without a potency; inactive = the rest, 99 in 100 with inhibition below about 19%;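 note: 0% = induced wells with vehicle and 100% = uninduced wells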
tuberculosis growth: growth inhibition of non-replicating M. tuberculosis (AID 488890); hit rate 0.39% among 320,000; inhibition, % at 25 µM; hits with a dose series show IC50 in µM; Mycobacterium tuberculosis non-replicating, growth inhibition; higher % means a stronger effect; in the data active = a potency from the dose series; inconclusive = inhibition mostly from about 82% at the one dose, without a potency; inactive = the rest, 99 in 100 with inhibition below about 76%;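 note: plate controls were DMSO cells for no effect and high antibiotic wells for full effect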
VEEV TC-83 Vero 10K pilot screen: recorded beside VEEV TC-83 Vero, whose call it bears; inhibition, %; measured here: 10K pilot screen inhibition
* = called active by the depositor; i = inactive; u = inconclusive; x = no result given; & = joins results of further samples.

SMILES	influenza NS1A	VEEV TC-83 Vero	H37Rv inhibition	Salmonella PhoP GFP	tuberculosis growth	others
CCOc1ccccc1NC(=O)C(CC(C)C)NC(=O)C1CCC(C)CC1 (stereo not given)	1%	0.4%	-1%	14%	18%
CCn1cc2nc(SCC(=O)Nc3ccc(OC)c(OC)c3)n(Cc3ccc(OC)cc3)c(=O)c2n1	-6%	4.0%	7%	13%	-1%
CC(C)S(=O)(=O)C/C(N)=N/OS(=O)(=O)c1ccc(Cl)cc1	-2%	0.5%	-2%	6%	-10%
COc1cccc(NC(=O)CSCc2cc(=O)n3nc(C4CC4)sc3n2)c1	7%	1.8%	5%	-3%	11%
CCC(=O)NC(c1ccc(N(C)C)cc1)c1c(O)ccc2ccccc12 (stereo not given)	24%	9.0%	43%	-8%	13%
COc1ccc(OC)c(S(=O)(=O)NCC(c2ccco2)S(=O)(=O)c2ccccc2)c1 (stereo not given)	7%	i	-12%	1%	38%
O=C(CSc1ccc(-c2cccs2)nn1)N1CCCCCC1	-5%	0.8%	4%	-22%	11%	VEEV TC-83 Vero 10K pilot screen=0.3
COc1ccc(NC(=O)COC(=O)C2CC(=O)N(CCc3ccc(OC)c(OC)c3)C2)cc1Cl (stereo not given)	0%	0.4%	5%	x	x
CN(C)[C@@H]1C(=O)C(C(N)=O)=C(O)[C@@]2(O)C(=O)C3=C(O)c4c(O)cccc4[C@@](C)(O)[C@H]3[C@H](O)[C@@H]12	16%&12%	0.6%&4.5%	u	u	u
COC/C=C/C1=CC2=CC(=O)C(C)(OC(=O)c3cnc4ccccc4n3)C(=O)C2=CN1CCCCO (stereo not given)	2%	0.1%	-4%	-10%	-6%
CCOc1ccccc1-n1c(O)c(C=NCCCn2ccnc2)c(=O)[nH]c1=O	3%	i	-10%	10%	-14%
CCn1c(SCC(O)c2ccccc2)nnc1-c1ccccc1 (stereo not given)	-14%	0.2%	-4%	-9%	12%
Cc1ccc(C)c(OCC(O)CN2CCN(CCN3C(=O)c4cccc5cccc(c45)C3=O)CC2)c1 (stereo not given)	4%	7.0%	u	0%	u
CCc1ccc(NC(=O)CSc2n[nH]c(C)c2[N+](=O)[O-])cc1	-10%	i	39%	-3%	17%
COc1ccccc1-c1c(C)nn2c(-c3ccccc3)cc(C)nc12	-9%	3.0%	6%	1%	13%
COc1ccc(N2CCN(C(CNC(=O)c3ccc4c(c3)OCO4)c3ccco3)CC2)cc1 (stereo not given)	-5%	i	-4%	28%	16%
CC(=O)NC1CC2CCCC(C1)N2Cc1ccc(C)cc1 (stereo not given)	-5%	i	0%	-4%	7%
O=C(NC(Cc1ccccc1)C(=O)O)c1ccc(S(=O)(=O)N2CCOCC2)cc1 (stereo not given)	4%	0.9%	-6%	6%	-21%
COc1ccc(N2CCN(C(=O)c3ccc(Oc4ccc(C(F)(F)F)cn4)cc3)CC2)cc1	5%	i	10%	6%	8%
COc1ccc(-n2cc(CN3CCCC3)c(-c3cccc(F)c3)n2)cc1	13%	i	11%	5%	13%
Cc1ccccc1NC(=O)Nc1cc(S(N)(=O)=O)ccc1C	-6%	1.3%	8%	13%	10%
Cc1ccc(NC(=O)NCCCl)cc1S(=O)(=O)N1CCOCC1	-13%	0.1%	-1%	13%	-12%
CC(C)(C)OC(=O)N1CCC(C(=O)Nc2cccc(C(=O)NCCc3ccccc3)c2)CC1	-2%	5.5%	x	x	x
Cc1nc(-c2nc(-c3c(C(=O)NNC(=O)Nc4ccccc4)noc3C)cs2)cs1	-20%	0.9%	-4%	5%	22%
CCc1nc(N[C@H](C(=O)O)C(C)CC)c2oc3ccccc3c2n1 (stereo not given in full)	-8%	2.7%	5%	7%	-5%
COc1ccc(CCCNC(=O)C2CCC(=O)N(CCCN3CCCC3=O)C2)cc1 (stereo not given)	-22%	0.4%	-2%	-5%	6%
CN(CC(O)CN1CCOCC1)S(=O)(=O)O (stereo not given)	10%	1.0%&0.8%	2%&-3%	-1%&7%	-10%&-8%
Cc1ccc(Nc2nnc(SCC(=O)NCCN3C(=O)CSC3=O)s2)cc1	-6%	0.5%	9%	-4%	23%
Cc1ccc(NC(=O)COc2ccccc2C=O)cc1Cl	4%	4.9%	18%	-6%	x
COc1ccc(OC)c(NC(=O)CSc2nnc(N)s2)c1	-3%	2.8%	-3%	7%	1%
CN(C)CCCCOc1ccccc1F	6%	0.2%	0%	-3%	-16%
COc1ccccc1NC(=O)[C@H](COCc1ccccc1)NC(=O)OC(C)(C)C	2%	7.1%	4%	3%	15%
Cc1cc(C(=O)c2ccc(Cl)cc2)c(NC(=O)CCl)s1	-1%	13%	u	-7%	u
C=C1/C=C(\C)[C@](C)(O)C[C@H](O)CC(=O)[C@H](O)[C@@H](O)[C@H](C)C[C@H](C)OC(=O)/C(C)=C/CC/C=C/[C@@H]2O[C@H]2C[C@H](C)C1	x	x	5%	x	27%
CC1(c2nnc(Cc3ccccc3)o2)CC(c2ccccc2Br)=NO1 (stereo not given)	3%	0.4%	-1%	4%	24%
Cc1ccc(Cc2nnc(SCC(=O)Nc3c(C)cccc3C)[nH]c2=O)cc1	-10%	0.6%	7%	12%	-1%
CCOC(=O)N1CCN(Cc2cn[nH]c2-c2ccc(-c3ccccc3)cc2)CC1	-8%	0.3%	17%	-2%	18%
Nc1nc(-c2ccccc2)nn1S(=O)(=O)c1ccccc1	-5%	i	-3%	3%	13%
COc1ccc(CN2CC(=O)N3[C@H]4c5ccccc5OC[C@@H]4[C@H](c4ccccc4)[C@]3(C)C2=O)cc1	-1%	6.8%	u	x	-12%
c1cc(OCCN2CC2)ccn1	-26%	2.0%	x	x	x

Already shown: three of the compounds above.
SMILES	influenza NS1A	VEEV TC-83 Vero	H37Rv inhibition	Salmonella PhoP GFP	tuberculosis growth	others
Nc1nc(-c2ccccc2)nn1S(=O)(=O)c1ccccc1	-5%	i	-3%	3%	13%
COc1ccc(CN2CC(=O)N3[C@H]4c5ccccc5OC[C@@H]4[C@H](c4ccccc4)[C@]3(C)C2=O)cc1	-1%	6.8%	u	x	-12%
c1cc(OCCN2CC2)ccn1	-26%	2.0%	x	x	x

(continued)
SMILES	influenza NS1A	VEEV TC-83 Vero	H37Rv inhibition	Salmonella PhoP GFP	tuberculosis growth	others
Cc1ccc(/C=N/N2C(=O)c3ccccc3NC2c2ccc(C)cc2)cc1 (stereo not given)	28%	1.4%	-1%	1%	-25%
C=C(CC1CC(O)[C@]2(C)OC3CC4OC5C[C@]6(C)O[C@]7(C)CCC8OC9C[C@]%10(C)OC%11C(C)=CC(=O)OC%11CC%10OC9C[C@@H](C)C8OC7CC6O[C@]5(C)C/C=C\C4OC3CC2O1)C(=O)O (stereo not given in full)	-2%	1.4%	4%	-2%	18%
CCC(C)(C)NC(=O)CN(C(=O)CNS(=O)(=O)c1ccccc1)c1ccccc1	-8%	3.5%	-1%	-8%	10%
CCc1cccc(NC(=O)C2CC2c2ccccc2)c1 (stereo not given)	-3%	3.4%	5%	6%	u
COc1ccc(-c2noc(CCCC(=O)NCC3CCCO3)n2)cc1 (stereo not given)	-2%	4.2%	-5%	-1%	3%
CC(C)[C@H](NC(=O)[C@@H]1Cc2c([nH]c3ccccc23)C2c3ccccc3C(=O)N21)C(=O)N1CCC[C@@H]1C(=O)O (stereo not given in full)	5%	i	-18%	0%	-18%
CCOC(=O)[C@H]1[C@H]2COc3ccc(C)cc3[C@@H]2N2C(=O)[C@@H](C)NC(=O)[C@@]12C	-3%	4.3%	-12%	x	-6%
O=c1[nH]c(=O)n(C2CCCCC2)c(O)c1C1NCCc2ccccc21 (stereo not given)	-2%	0.9%	7%	-7%	37%
CCOC(=O)Cc1csc(NC(=S)NC(=O)c2ccccc2)n1	4%	0.4%	3%	-7%	57%
CCn1nccc1C(=O)Nc1ccccc1OC	-4%	1.2%	-1%	-3%	-4%
O=C(/C=C/c1ccccc1)N1CCN(c2ccccn2)CC1	-1%	11%	-13%	-2%	48%
Cc1onc(-c2ccccc2)c1C(=O)N/N=C/c1cc(Br)c(O)c(Br)c1	-9%	3.0%	x	x	x
COC(=O)[C@]1(C)N[C@H](CN(C)C(C)=O)[C@@H]2C(=O)N(Cc3ccccc3)C(=O)[C@@H]21	-10%	i	5%	x	-7%
CC1CC=CCC12C(=O)NC(=S)NC2=O (stereo not given)	7%	0.3%	x	x	x
Cc1cnc(NC(=O)CN2C(=O)C3CC=CCC3C2=O)s1 (stereo not given)	4%	0.8%	-5%	23%	7%
CC(=O)NCc1ccc(C(=O)COC(=O)COc2ccccc2)s1	-3%	i	-6%	x	-2%
Cc1nn(C)cc1CNC(=O)c1cc2n(n1)C(C(F)(F)F)CC(c1cccs1)N2 (stereo not given)	3%	0.8%	-2%	-7%	-18%
COc1cccc(CN2CCC(C(=O)N3CCC(C)CC3)CC2)c1	-2%	i	7%	-4%	-3%
Cc1oc(-c2cccs2)nc1CN1CCN(Cc2ccc(F)c(F)c2)C(CCO)C1 (stereo not given)	-5%	3.0%	-1%	6%	36%
O=C(NNC(=O)c1ccccc1[N+](=O)[O-])c1csc(N2CCOCC2)n1	-6%	3.2%	-20%	3%	-15%
O=C(CSc1c2c(nc3cc(Cl)ccc13)CCCC2)NCCN1CCOCC1	1%	1.1%	-1%	-3%	-9%
CCOc1ccccc1Oc1c(C)oc2cc(OC(=O)c3ccco3)ccc2c1=O	-4%	1.8%	-2%	-8%	9%
CCOc1ccc(/C=N/NC(=O)c2ccccc2NC(=O)c2ccc(OC)cc2)cc1	-6%	0.6%	5%	6%	-10%
c1ccc2c(Nc3ccc4c(c3)OCCO4)c3c(nc2c1)CCCC3	17%	2.1%	u	-7%	u

Compounds shown so far that have an aryl thioether with sulfur outside any ring, in the order listed:
SMILES	influenza NS1A	VEEV TC-83 Vero	H37Rv inhibition	Salmonella PhoP GFP	tuberculosis growth	others
CCn1cc2nc(SCC(=O)Nc3ccc(OC)c(OC)c3)n(Cc3ccc(OC)cc3)c(=O)c2n1	-6%	4.0%	7%	13%	-1%
O=C(CSc1ccc(-c2cccs2)nn1)N1CCCCCC1	-5%	0.8%	4%	-22%	11%	VEEV TC-83 Vero 10K pilot screen=0.3
CCn1c(SCC(O)c2ccccc2)nnc1-c1ccccc1 (stereo not given)	-14%	0.2%	-4%	-9%	12%
CCc1ccc(NC(=O)CSc2n[nH]c(C)c2[N+](=O)[O-])cc1	-10%	i	39%	-3%	17%
Cc1ccc(Nc2nnc(SCC(=O)NCCN3C(=O)CSC3=O)s2)cc1	-6%	0.5%	9%	-4%	23%
COc1ccc(OC)c(NC(=O)CSc2nnc(N)s2)c1	-3%	2.8%	-3%	7%	1%
Cc1ccc(Cc2nnc(SCC(=O)Nc3c(C)cccc3C)[nH]c2=O)cc1	-10%	0.6%	7%	12%	-1%
O=C(CSc1c2c(nc3cc(Cl)ccc13)CCCC2)NCCN1CCOCC1	1%	1.1%	-1%	-3%	-9%

Source: PubChem
